RGS7-Gao = RGS7-Galphao binding modulators, primary screen, biochemical, multiplexed bead flow cytometry; Guanine nucleotide-binding protein G(o) subunit alpha (Homo sapiens), P09471; actives lie on both sides; binding response (% of control), % at 10 µM; hit rate 0.35% among 220,000; in the data active means binding response below about 49% or above about 150%; inconclusive means no clear call, values can overlap the other calls; inactive means in between;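 further: fluorescent Galphao held in activated GDP-AlF4 state binding bead-coupled RGS7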
Target sequence (P09471 whole entry, looked up): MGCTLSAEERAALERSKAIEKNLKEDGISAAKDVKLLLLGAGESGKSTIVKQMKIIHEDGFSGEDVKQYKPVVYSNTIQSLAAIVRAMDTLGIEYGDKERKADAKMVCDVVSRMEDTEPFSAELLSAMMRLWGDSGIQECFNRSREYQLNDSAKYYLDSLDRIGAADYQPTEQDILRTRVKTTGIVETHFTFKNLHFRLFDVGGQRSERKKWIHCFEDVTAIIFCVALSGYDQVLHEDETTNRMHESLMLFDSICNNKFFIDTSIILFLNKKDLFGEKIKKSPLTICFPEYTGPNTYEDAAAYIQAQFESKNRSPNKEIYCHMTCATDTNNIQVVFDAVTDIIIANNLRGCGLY
RGS8-Gao = RGS8-Galphao binding modulators, primary screen, biochemical, multiplexed bead flow cytometry. actives lie on both sides. response (percent of control binding), % at 10 µM. hit rate 0.34% among 220,000; in the data active means response below about 60% or above about 140%; inactive means in between;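 further: Galphao activated as the GDP aluminium fluoride complex binding bead-coupled RGS8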
RGS4-Gao reg = modulators of RGS4 binding to Galphao, primary screen, biochemical, multiplexed bead flow cytometry | actives lie on both sides | binding response (% of control), % at 10 µM | hit rate 0.33% among 220,000 | AID 1415, 2008; in the data active means binding response below about 49% or above about 150%; inactive means in between;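 further: fluorescent Galphao activated with aluminum fluoride binding bead-coupled RGS4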
An asterisk follows results filed as active. Not all compounds are listed; the hit share may differ from the screen's.

`COC1=CC(=O)CC(C)C12Oc1cc(OC)cc(OC)c1C2=O` (stereo unspecified) gave RGS7-Gao inconclusive, RGS8-Gao 101 and RGS4-Gao reg 99.
O=[N+]([O-])c1ccc(N2CCCCC2)cc1 was read as RGS7-Gao inconclusive, RGS8-Gao 95 and RGS4-Gao reg 91.
`CC1CCN(Cc2cc(=O)oc3ccc4ccccc4c23)CC1` gave RGS7-Gao inconclusive, RGS8-Gao 101 and RGS4-Gao reg 101.
Screening NC(=O)c1c(/N=C/c2cccs2)sc2c1CCCC2 returned RGS7-Gao inconclusive, RGS8-Gao 103 and RGS4-Gao reg 108.
Screening CCOC(=O)c1ccc(NC(=O)COc2cc3oc(=O)c(CC(C)O)c(C)c3cc2Cl)cc1 (stereo unspecified) returned RGS7-Gao inconclusive, RGS8-Gao 97 and RGS4-Gao reg 94.
`CC12CN(C(=O)c3ccccc3Br)CC(C)(CN(C(=O)c3ccccc3Br)C1)C2=O` gave RGS7-Gao inconclusive, RGS8-Gao 100 and RGS4-Gao reg 100.
For Cc1ccc(Cn2cccc(NC(=O)CCC3CCCC3)c2=O)cc1 the results were RGS7-Gao inconclusive, RGS8-Gao 101 and RGS4-Gao reg 102.
Screening Cc1c(C(C)(C(=O)O)c2c(C)n(C)c3ccccc23)c2ccccc2n1C returned RGS7-Gao inconclusive, RGS8-Gao 100 and RGS4-Gao reg 96.
`Cc1ccc2cc(C3CC(c4ccco4)=NN3C(=O)CCCC(=O)O)c(Cl)nc2c1` (stereo unspecified) gave RGS7-Gao inconclusive, RGS8-Gao 101 and RGS4-Gao reg 98.
Screening CCOC(=S)N/C(=N\S(C)(=O)=O)c1ccccc1 returned RGS7-Gao inconclusive, RGS8-Gao 99 and RGS4-Gao reg 94.
CCCCNC(=O)NS(=O)(=O)c1ccc(NC(=O)C(NC(N)=O)C(C)CC)cc1 (stereo unspecified) was read as RGS7-Gao inconclusive, RGS8-Gao 101 and RGS4-Gao reg 101.
`CCN(C(=O)CSc1n[nH]c(-c2cccs2)n1)C1CCS(=O)(=O)C1` (stereo unspecified) gave RGS7-Gao inconclusive, RGS8-Gao 102 and RGS4-Gao reg 100.
`COc1cc(C(=O)OCCC(C)C)cc(OC)c1O` gave RGS7-Gao inconclusive, RGS8-Gao 100 and RGS4-Gao reg 101.
Screening COC(C[C@@H](O)[C@@H](C)[C@H](O)COCc1ccccc1)OC returned RGS7-Gao inconclusive, RGS8-Gao 110 and RGS4-Gao reg 110.
Screening COc1cc(-c2cc(C(=O)Nc3ccc(O)cc3)c3ccccc3n2)cc(OC)c1OC returned RGS7-Gao inconclusive, RGS8-Gao 93 and RGS4-Gao reg 93.
Screening NS(=O)(=O)c1ccc(CNC(=O)c2ccc(S(=O)(=O)C(F)F)cc2)cc1 returned RGS7-Gao inconclusive, RGS8-Gao 92 and RGS4-Gao reg 93.
Screening O=C(CSc1n[nH]c(=O)n1C1CC1)c1ccc(F)cc1 returned RGS7-Gao inconclusive, RGS8-Gao 98 and RGS4-Gao reg 102.
For COc1ccc(/C=C2\N=C(c3ccccc3)NNC2=O)cc1 the results were RGS8-Gao 106 and RGS4-Gao reg 113.
For C=C1CCN([C@@H](C)C(=O)NCCCCCC)S(=O)(=O)c2ccccc21 the results were RGS7-Gao inconclusive, RGS8-Gao 95 and RGS4-Gao reg 97.
`O=C(NCCN1CCOCC1)c1cc(S(=O)(=O)Nc2ccccc2F)c(Cl)cc1Cl` gave RGS7-Gao inconclusive, RGS8-Gao 99 and RGS4-Gao reg 95.
For N/C(Cc1cccc2ccccc12)=N\O the results were RGS7-Gao inconclusive, RGS8-Gao 102 and RGS4-Gao reg 100.
`CN(C)C1=C(Cl)C(=O)N(c2ccc(Cl)c(Cl)c2)C1=O` gave RGS7-Gao inconclusive, RGS8-Gao 105 and RGS4-Gao reg 99.
`COC(=O)CCCCCCCCC(O)C[N+]1(C)CCOCC1` (stereo unspecified) gave RGS7-Gao inconclusive, RGS8-Gao 106 and RGS4-Gao reg 137.
CC1OC(O[C@H]2CC[C@]3(C)C4C=C[C@]56OC[C@@]7(CC[C@@H](C)[C@H](C)C75)[C@H](O)C[C@@]6(C)[C@]4(C)CC[C@H]3C2(C)C)C(OC2OC(CO)C(O)C(O)C2OC2OCC(O)C(O)C2O)C(O)C1O (stereo partly specified) was read as RGS7-Gao inconclusive, RGS8-Gao 108 and RGS4-Gao reg 109.
Cc1cc(/C=N/NC(=O)c2ccc(O)cc2)c(C)n1CC(C)C was read as RGS7-Gao inconclusive, RGS8-Gao 98 and RGS4-Gao reg 96.
For NNC(=O)CSCc1nc(-c2ccc(Cl)cc2)cs1 the results were RGS7-Gao inconclusive, RGS8-Gao 97 and RGS4-Gao reg 98.
`Cc1ccc(-c2csc(N3C(=N)SCC3=O)n2)cc1` gave RGS7-Gao inconclusive, RGS8-Gao 104 and RGS4-Gao reg 109.
For CC1CCN(C(=O)C2CCN(S(=O)(=O)c3cc(Cl)ccc3Cl)CC2)CC1 the results were RGS7-Gao inconclusive, RGS8-Gao 104 and RGS4-Gao reg 105.
For N#Cc1c(N)nc(N)nc1Nc1ccc(Br)cc1 the results were RGS7-Gao inconclusive, RGS8-Gao 101 and RGS4-Gao reg 99.
Screening Cc1cccc2c(N=O)c(O)[nH]c12 returned RGS7-Gao inconclusive, RGS8-Gao 100 and RGS4-Gao reg 100.
CCOP(=O)(/C(C#N)=C(/O)c1ccccc1)c1ccccc1 (stereo unspecified) was read as RGS7-Gao inconclusive, RGS8-Gao 101 and RGS4-Gao reg 102.
COc1ccc(CC(=O)O/N=C(\N)c2ccc(OC)cc2)cc1 was read as RGS7-Gao inconclusive, RGS8-Gao 102 and RGS4-Gao reg 101.
CC(C)(C)c1ccc(C(=O)Oc2ccccc2CCC(=O)O)cc1 was read as RGS7-Gao inconclusive, RGS8-Gao 99 and RGS4-Gao reg 99.
Screening C/C(=N\NC(=O)c1cccc(S(=O)(=O)N2CCOCC2)c1)c1ccco1 returned RGS7-Gao inconclusive, RGS8-Gao 99 and RGS4-Gao reg 96.
Screening CCOC(=O)C1CCN(C(=O)c2ccc(Oc3cc(Cl)cc(Cl)c3)o2)CC1 returned RGS7-Gao inconclusive, RGS8-Gao 97 and RGS4-Gao reg 109.
For Cc1ccsc1C1CC(=O)Nc2ccccc2S1 (stereo unspecified) the results were RGS7-Gao inconclusive, RGS8-Gao 107 and RGS4-Gao reg 99.

A run of entries from the list above, as a working copy:
Screening CCOC(=O)C1CCN(C(=O)c2ccc(Oc3cc(Cl)cc(Cl)c3)o2)CC1 returned RGS7-Gao inconclusive, RGS8-Gao 97 and RGS4-Gao reg 109.
For Cc1ccsc1C1CC(=O)Nc2ccccc2S1 (stereo unspecified) the results were RGS7-Gao inconclusive, RGS8-Gao 107 and RGS4-Gao reg 99.

(list continues)
`Cc1cc(/C=C2\SC(=O)NC2=O)c(C)n1-c1ccc(N2CCOCC2)cc1` gave RGS7-Gao inconclusive, RGS8-Gao 104 and RGS4-Gao reg 104.
For c1ccc2c(Nc3nc(-c4ccncc4)nc4ccccc34)cccc2c1 the results were RGS7-Gao inconclusive, RGS8-Gao 99 and RGS4-Gao reg 101.
Screening COc1ccc(CCNC(=O)CSc2nc(C)nc3sccc23)cc1OC returned RGS7-Gao inconclusive, RGS8-Gao 102 and RGS4-Gao reg 100.
O=C(CCCOc1ccc(Cl)cc1Cl)Nc1ccc(O)cc1C(=O)O was read as RGS7-Gao inconclusive, RGS8-Gao 100 and RGS4-Gao reg 97.
`Cc1cc2cc(CNC(=O)C(C)Oc3ccccc3)ccc2n1C` (stereo unspecified) gave RGS7-Gao inconclusive, RGS8-Gao 100 and RGS4-Gao reg 99.
CS/C(=C\C(=O)c1ccco1)Nc1ccccc1Cl was read as RGS7-Gao inconclusive, RGS8-Gao 107 and RGS4-Gao reg 106.
For Cc1cc(C(=O)NCc2ccc3c(c2)OCO3)c(C)o1 the results were RGS7-Gao inconclusive, RGS8-Gao 102 and RGS4-Gao reg 99.
Screening COc1ccc(N(CC(=O)Nc2cccc(N(C)S(C)(=O)=O)c2)S(=O)(=O)c2ccc(F)cc2)cc1 returned RGS7-Gao inconclusive, RGS8-Gao 105 and RGS4-Gao reg 108.
`COc1ccc(C2(CNC(=O)c3ccccc3)CCOCC2)cc1` gave RGS7-Gao inconclusive, RGS8-Gao 94 and RGS4-Gao reg 93.
`O=C1CC(c2ccccc2Oc2cccc(Cl)c2)C(n2cncn2)C(=O)C1C1NCCc2ccccc21` (stereo unspecified) gave RGS7-Gao inconclusive, RGS8-Gao 100 and RGS4-Gao reg 103.
CCOC(=O)c1nnc2cc(C)nn2c1C was read as RGS7-Gao inconclusive, RGS8-Gao 104 and RGS4-Gao reg 105.
`COC(=O)c1sccc1NN1C(=O)c2ccccc2C1=O` gave RGS7-Gao inconclusive, RGS8-Gao 96 and RGS4-Gao reg 92.
Screening CC(=O)N(c1ccc(C)cc1)c1nc(C)cc(C)c1C#N returned RGS7-Gao inconclusive, RGS8-Gao 105 and RGS4-Gao reg 113.
Screening CCN1CCN(C(c2cccs2)C(C)NC(=S)NC2CCCCC2)CC1 (stereo unspecified) returned RGS7-Gao inconclusive, RGS8-Gao 96 and RGS4-Gao reg 96.
COc1ccc2cnn(-c3ccc(OC(F)(F)Cl)cc3)c(=O)c2c1OC was read as RGS7-Gao inconclusive, RGS8-Gao 100 and RGS4-Gao reg 102.
For O=C(NCc1cccs1)c1cc(-c2ccc(O)cc2)on1 the results were RGS7-Gao inconclusive, RGS8-Gao 100 and RGS4-Gao reg 99.
Cc1cccc(N2CN=c3s/c(=C\c4ccccn4)c(=O)n3C2)c1 was read as RGS7-Gao inconclusive, RGS8-Gao 98 and RGS4-Gao reg 99.
For CC/C=C/C(=O)N1CC2(CC(c3cccc(NC(=O)CC)c3)=NO2)C[C@H]1C(N)=O (stereo partly specified) the results were RGS7-Gao inconclusive, RGS8-Gao 102 and RGS4-Gao reg 96.
Screening COc1ccc([C@H]2C=C3CN(C(=O)OC(C)(C)C)S(=O)(=O)[C@H]3C[C@H]2OC(=O)c2cccs2)cc1 returned RGS7-Gao inconclusive, RGS8-Gao 107 and RGS4-Gao reg 107.
Screening CCN1C/C(=C/c2sccc2C)c2nc3ccccc3c(C(=O)O)c2C1 returned RGS7-Gao inconclusive, RGS8-Gao 107 and RGS4-Gao reg 111.
`O=C(NNC(=S)NC1CC2CCC1C2)c1ccc(Cl)cc1` (stereo unspecified) gave RGS7-Gao inconclusive, RGS8-Gao 101 and RGS4-Gao reg 101.
Screening CC(C)n1cnc2c(Nc3cccc(Cl)c3)nc(NCCCO)nc21 returned RGS7-Gao inconclusive, RGS8-Gao 99 and RGS4-Gao reg 97.
COC(=O)C(Cc1ccccc1)NS(=O)(=O)c1ccccc1Br (stereo unspecified) was read as RGS7-Gao inconclusive, RGS8-Gao 101 and RGS4-Gao reg 102.
For C=C(C)CSc1cc(C)nc2c(-c3ccccc3)c(C)nn12 the results were RGS7-Gao inconclusive, RGS8-Gao 101 and RGS4-Gao reg 102.

Six compounds picked at random from the list so far, as already listed:
For C=C(C)CSc1cc(C)nc2c(-c3ccccc3)c(C)nn12 the results were RGS7-Gao inconclusive, RGS8-Gao 101 and RGS4-Gao reg 102.
Screening CC(=O)N(c1ccc(C)cc1)c1nc(C)cc(C)c1C#N returned RGS7-Gao inconclusive, RGS8-Gao 105 and RGS4-Gao reg 113.
Screening COc1ccc([C@H]2C=C3CN(C(=O)OC(C)(C)C)S(=O)(=O)[C@H]3C[C@H]2OC(=O)c2cccs2)cc1 returned RGS7-Gao inconclusive, RGS8-Gao 107 and RGS4-Gao reg 107.
Cc1cccc(N2CN=c3s/c(=C\c4ccccn4)c(=O)n3C2)c1 was read as RGS7-Gao inconclusive, RGS8-Gao 98 and RGS4-Gao reg 99.
COC(=O)C(Cc1ccccc1)NS(=O)(=O)c1ccccc1Br (stereo unspecified) was read as RGS7-Gao inconclusive, RGS8-Gao 101 and RGS4-Gao reg 102.
For CC/C=C/C(=O)N1CC2(CC(c3cccc(NC(=O)CC)c3)=NO2)C[C@H]1C(N)=O (stereo partly specified) the results were RGS7-Gao inconclusive, RGS8-Gao 102 and RGS4-Gao reg 96.

More structures
c1ccc2c(c1)nc1n2CC2CON(C3CCCCC3)C12 (stereo unspecified) was read as RGS7-Gao inconclusive, RGS8-Gao 102 and RGS4-Gao reg 99.
`COC(=O)c1cccc(C#CC(NP(=O)(c2ccccc2)c2ccccc2)c2ccccc2)c1` (stereo unspecified) gave RGS7-Gao inconclusive, RGS8-Gao 103 and RGS4-Gao reg 105.
Cc1cc(C)c(C#N)c(SCCN2CCOCC2)n1 was read as RGS8-Gao 100 and RGS4-Gao reg 101.
CC(C)C(=O)NNC(=O)CC(=O)Nc1ccccc1C(=O)O was read as RGS7-Gao inconclusive, RGS8-Gao 101 and RGS4-Gao reg 101.
Screening Cn1c(=O)oc2cc(NC(=O)CCl)ccc21 returned RGS7-Gao inconclusive, RGS8-Gao 105 and RGS4-Gao reg 107.
Screening CCN(CC)c1ccc(N)cc1S(=O)(=O)Nc1ccccc1OC returned RGS7-Gao inconclusive, RGS8-Gao 94 and RGS4-Gao reg 102.
Screening O=C(O)c1ccc2c(=O)n(-c3ccc(F)c(Cl)c3)c(=S)[nH]c2c1 returned RGS8-Gao 103 and RGS4-Gao reg 98.
COC(=O)c1oc2c(c1C)C(=O)CCC2 was read as RGS7-Gao inconclusive, RGS8-Gao 102 and RGS4-Gao reg 104.
`COc1cccc2[nH]c3c(N4CCC5(CC4)OCCO5)ncnc3c12` gave RGS7-Gao inconclusive, RGS8-Gao 100 and RGS4-Gao reg 101.
O=C(NCc1cccc(C(F)(F)F)c1)C1CC(c2cccc(F)c2)=NO1 (stereo unspecified) was read as RGS7-Gao inconclusive, RGS8-Gao 105 and RGS4-Gao reg 104.
For CC1CCN(c2c(NCC3CCC(C(=O)NCCC4=CCCCC4)CC3)c(=O)c2=O)CC1 (stereo unspecified) the results were RGS7-Gao inconclusive, RGS8-Gao 99 and RGS4-Gao reg 97.
